# Assay outcomes as filed in PubChem.
# Lmaj promast: Leishmania major promastigote growth inhibition; inhibition, % at 10 µM; 200,000 compounds, 9% hits; Leishmania major promastigotes, resazurin fluorescence viability; AID 1063; in the data active = inhibition above about 50%;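 note: promastigotes grown with compound for 44 hours at 28 °C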
# PPARg SRC1 recr: promotes SRC-1 coactivator recruitment by human PPARgamma; P37231; activation, % at 8 µM; PPARgamma-SRC-1 coactivator recruitment biochemical assay; 200,000 compounds, 0.41% hits; in the data active = activation above about 19%;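 note: 0% = DMSO and 100% = reference agonist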
# TLR4-MyD88 BLA: blocks binding of human TLR4 to MyD88; O00206+Q99836; HeLa CL3-4 TLR4/MyD88 BLA complementation, FRET ratio; inhibition, % at 8.4 µM; AID 861; 200,000 compounds, 0.18% hits; in the data active = inhibition above about 25%;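 note: 0% = vehicle and 100% = reference inhibitor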
# Target sequence (O00206 whole entry, looked up): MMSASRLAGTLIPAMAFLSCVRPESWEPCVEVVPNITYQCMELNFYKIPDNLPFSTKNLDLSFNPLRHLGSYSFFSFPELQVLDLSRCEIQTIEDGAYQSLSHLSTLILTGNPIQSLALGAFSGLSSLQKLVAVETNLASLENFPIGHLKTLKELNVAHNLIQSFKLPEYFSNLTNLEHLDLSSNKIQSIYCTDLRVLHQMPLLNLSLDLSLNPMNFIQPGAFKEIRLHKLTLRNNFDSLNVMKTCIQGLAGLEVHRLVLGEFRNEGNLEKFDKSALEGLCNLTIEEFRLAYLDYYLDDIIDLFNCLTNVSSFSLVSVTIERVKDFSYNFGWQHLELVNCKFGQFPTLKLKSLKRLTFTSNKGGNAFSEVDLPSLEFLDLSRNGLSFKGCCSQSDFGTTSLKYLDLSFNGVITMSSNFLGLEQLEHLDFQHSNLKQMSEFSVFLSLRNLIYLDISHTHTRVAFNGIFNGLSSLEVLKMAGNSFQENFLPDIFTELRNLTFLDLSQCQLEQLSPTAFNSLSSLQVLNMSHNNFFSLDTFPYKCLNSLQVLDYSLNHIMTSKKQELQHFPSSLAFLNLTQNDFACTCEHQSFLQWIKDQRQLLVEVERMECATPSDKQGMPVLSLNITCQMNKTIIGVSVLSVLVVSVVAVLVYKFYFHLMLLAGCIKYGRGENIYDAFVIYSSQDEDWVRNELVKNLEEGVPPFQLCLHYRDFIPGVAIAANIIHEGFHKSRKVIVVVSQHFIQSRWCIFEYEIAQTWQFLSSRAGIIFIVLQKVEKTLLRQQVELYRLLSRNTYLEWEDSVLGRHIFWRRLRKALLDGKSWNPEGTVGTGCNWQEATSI
# Target sequence (Q99836 whole entry, looked up): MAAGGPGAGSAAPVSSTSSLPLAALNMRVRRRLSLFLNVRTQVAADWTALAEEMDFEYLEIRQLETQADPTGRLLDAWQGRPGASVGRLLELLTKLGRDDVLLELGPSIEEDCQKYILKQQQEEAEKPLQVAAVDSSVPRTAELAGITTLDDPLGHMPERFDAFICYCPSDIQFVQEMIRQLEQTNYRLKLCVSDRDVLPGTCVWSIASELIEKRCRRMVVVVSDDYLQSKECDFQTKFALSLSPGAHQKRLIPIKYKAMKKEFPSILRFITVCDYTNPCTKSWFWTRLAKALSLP
# bIAP activator: intestinal alkaline phosphatase (bovine) activation; activation factor at 20 µM; purified bovine IAP, CDP-star luminescence, 30 min; stronger effect = higher value; fold of DMSO-control signal, blank-subtracted; 200,000 compounds, 0.17% hits;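 active = activation factor of 2 or more at 20 µM, a signal rise over negative controls twice the positive control's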
# bIAP inh: blocks bovine intestinal alkaline phosphatase activity; inhibition, % at 20 µM; 190,000 tested, under 10 active; purified bovine IAP, CDP-star luminescence, 30 min;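 active = over 50% inhibition of intestinal alkaline phosphatase at 20 µM in the single-dose screen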
#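 System: Purified bovine intestinal alkaline phosphatase (IAP) enzyme | Input: IAP diluted 1/65,000,000 in the well | Also added: CDP-star chemiluminescent phosphatase substrate, 30 µM final | Dosing: 20 µM single dose | Times: Enzyme reaction for 30 min at room temperature | Detection: Luminescence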
# PPARg SRC2 recr: agonists of SRC-2 recruitment by human PPARgamma | P37231 | PPARgamma LBD-SRC-2 recruitment, biochemical | activation, % at 8 µM | 200,000 compounds, 0.34% hits | AID 1032; in the data active = activation above about 22%;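 note: 0% = vehicle and 100% = reference agonist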
# PPARg SRC3 recr: agonists of human PPARgamma SRC-3 coactivator recruitment; P37231; biochemical PPARgamma/SRC-3 coactivator recruitment assay; activation, % at 8 µM; 200,000 compounds, 0.26% hits; AID 731; in the data active = activation above about 23%;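 note: 0% = DMSO and 100% = reference agonist; some compounds past the cut are filed as inactive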
# S1P3 antag: blocks the human S1P3 receptor. CHO S1P3 NFAT-BLA reporter, FRET fluorescence, antagonist mode. inhibition, % at 4.98 µM. 170,000 compounds, 0.27% hits. AID 485;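 active = inhibition above the plate cutoff, the mean inhibition of test wells on that plate plus 3 SD, cut at about 28% in these data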;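 note: cells challenged with S1P at its EC80 of 0.8 µM; blue over green emission ratio from cleaved BLA substrate after 4 h stimulation; 0% = S1P-stimulated wells and 100% = unstimulated DMSO-only wells; some compounds past the cut are filed as inactive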
# SRC2 TRFRET art: flags TR-FRET format artefacts in PPARgamma SRC-2 recruitment agonist screen | TR-FRET artefact counter-screen; stronger effect = higher value | TR-FRET ratio at 8 µM | 200,000 compounds, 0.4% hits | AID 1049; in the data active = TR-FRET ratio above about 2000; note: inactives centre near 1500; reference of the scale not given here
# Redox H2O2 prof: compounds producing H2O2 with reducing agent – biochemical, NIH compound library profiling, artefact control for MLSCN library redox annotation, primary screen. DTT-dependent redox cycling H2O2, phenol red/HRP absorbance; 100% = 100 µM peroxide control, 0% = buffer. 200,000 compounds, 0.03% hits. AID 878. activation, % at 10 µM;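 active = activation of at least 50% relative to the plate's high and low controls in the primary single-dose screen; inactive = activation below 50%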;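 note: compound incubated with DTT at 0.8 mM final as the reducing agent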
# ROMK mod: modulates human ROMK potassium channel activity | Tet-inducible ROMK, thallium flux fluorescence; actives lie on both sides | B-score at 10 µM | 130,000 compounds, 2% hits;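 active = signal ratio slope over the read window, or its plate-corrected B-score, at least 3 SD from the plate mean, either direction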;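 note: B-score of the F/F0 ratio slope over 7 to 12 s after thallium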
# Numbers without * were called inactive; . = not tested or not shown.
SMILES,Lmaj promast,PPARg SRC1 recr,TLR4-MyD88 BLA,bIAP activator,bIAP inh,PPARg SRC2 recr,PPARg SRC3 recr,S1P3 antag,SRC2 TRFRET art,Redox H2O2 prof,ROMK mod
COC(=O)c1cc(C(=O)N2CCN(c3ccccc3OC)CC2)cc([N+](=O)[O-])c1,17.0,5.6,8.0,1.1,-6.1,3.1,6.2,3.4,1737,-0.8,-1.29
CC(C)C(=O)Nc1nnc(SCC(=O)NCc2ccco2)s1,-2.0,-4.5,0.6,0.7,31.8,-5.2,-0.6,-10.9,1348,0.0,.
Cc1cccc(C)c1NC(=O)N1C(C(=O)O)CSC1C(=O)O (stereo not drawn),-1.4,1.5,-1.7,0.9,7.5,2.9,2.8,.,1478,1.1,.
CN1CCN(c2ncnc3c2[nH]c2ccc(F)cc23)CC1,13.0,0.7,8.4,0.9,6.5,3.4,8.3,.,1572,-1.4,-0.0572
CC(C)CC(COCc1cccc(Cl)c1)N1CCN(C(=O)c2ccc(C(F)(F)F)cc2)CCC1=O (stereo not drawn),24.8,1.5,11.5,1,3.5,7.1,-0.4,-7.3,1521,0.4,0.102
CC(Oc1ccc(Cl)cc1)C(=O)NCCCn1ccnc1 (stereo not drawn),-3.1,3.4,-6.0,0.9,9.4,6.7,3.4,.,1474,0.1,1.53
CN(CC(=O)Nc1cccc2ccccc12)C(=O)/C=C/c1cccs1,-4.6,2.0,5.1,0.9,14.5,4.5,-0.4,-12.7,1592,0.3,.
COC(=O)c1cccc(C(=O)N2CCCC(C(=O)c3cc(F)ccc3F)C2)c1 (stereo not drawn),-7.1,-1.3,9.0,1,3.7,4.2,5.1,-7.6,1713,0.0,.
N#CC1=C(N)N(c2ccc(Cl)c(Cl)c2)C(=O)C1,1.4,6.0,-2.8,0.9,9.5,6.9,8.0,-12.3,1680,-0.2,0.173
CC(C)OC(=O)C1C(=O)CC(C)(O)C(C(=O)OC(C)C)C1c1ccc(F)cc1 (stereo not drawn),-2.1,-9.6,6.5,1,4.1,-3.0,-0.8,.,1464,0.2,0.191
CCOC(=O)CSc1nc2c(c(=O)[nH]c(=O)n2C)n1CCc1ccccc1,-3.4,6.2,4.0,0.9,9.7,3.3,-2.2,-23.8,1557,0.9,.
N#CCCN1CCN(S(=O)(=O)c2ccc(S(=O)(=O)N3CCCC3)cc2)CC1,22.6,-6.8,-3.0,0.7,27.7,-10.4,3.2,-8.8,1368,-0.3,.

# Reprinted from the part before: 2 compounds, followed by the next part.
SMILES,Lmaj promast,PPARg SRC1 recr,TLR4-MyD88 BLA,bIAP activator,bIAP inh,PPARg SRC2 recr,PPARg SRC3 recr,S1P3 antag,SRC2 TRFRET art,Redox H2O2 prof,ROMK mod
CCOC(=O)CSc1nc2c(c(=O)[nH]c(=O)n2C)n1CCc1ccccc1,-3.4,6.2,4.0,0.9,9.7,3.3,-2.2,-23.8,1557,0.9,.
N#CCCN1CCN(S(=O)(=O)c2ccc(S(=O)(=O)N3CCCC3)cc2)CC1,22.6,-6.8,-3.0,0.7,27.7,-10.4,3.2,-8.8,1368,-0.3,.
CC(=C\C(=O)O)/C(=C/c1ccc(C)o1)C(=O)O,-4.6,5.5,-3.3,1,4.8,-3.4,2.9,-3.2,1497,-0.1,0.0567
COCCn1cnc2c1c(=O)n(CC(=O)Nc1cc(C)on1)c(=O)n2Cc1ccccc1,0.0,-9.7,9.6,1.1,-5.0,-7.0,-5.7,.,1491,2.2,.
CCCSc1nc(SCC(=O)NCc2ccccc2)c2c3c(sc2n1)COC(C)(C)C3,-1.2,5.0,-14.1,1,2.4,-0.8,1.8,.,1586,4.2,.
C=CCn1c(SC2CCOC2=O)nc2sc(CC)cc2c1=O (stereo not drawn),-2.0,4.5,-0.4,0.9,11.7,5.5,2.1,.,1641,1.2,.
CC(C)NCCCOc1ccc(Cl)cc1Br,94.5*,3.6,6.7,0.9,11.4,9.8,2.7,.,1571,5.4,.
COCC(=O)Nc1cc([N+](=O)[O-])ccc1OC,-4.7,6.0,-12.6,1,-1.1,8.9,1.0,0.0,1455,-0.2,0.615
Cc1c(C(=O)N(C)C)c2ccc(Cl)cc2n1O,-10.4,16.3,6.1,1,0.0,0.9,2.5,-7.2,1582,-0.8,-0.92
COc1ccc(OC)c2sc(NC(=O)CCSc3ccccc3)nc12,-2.6,2.3,1.1,1,1.6,-7.7,-6.9,.,1391,-0.7,.
COc1ccc(-n2c(NN)nc3sc4c(c3c2=O)CCCC4)cc1,0.8,2.6,12.3,1.1,-13.5,18.7,3.8,-21.2,1707,-0.7,1.36
CCOC(=O)C(NC(=O)c1ccc(OC)cc1)(N1CCOCC1)C(F)(F)F (stereo not drawn),-6.5,2.1,7.8,0.9,8.6,-6.8,2.8,12.5,1378,0.3,.
O=c1/c(=C/c2ccco2)sc2n1CN(c1cccc(Br)c1)CN=2,5.5,-8.2,4.5,1,4.4,1.0,6.4,.,1485,0.7,-0.646
NC(=S)N/N=C/c1ccccc1[N+](=O)[O-],9.8,-2.9,-14.6,1.1,-12.7,7.2,-0.9,-12.5,1607,0.7,-0.671
CCCN1CCC(=NNc2ccc(S(N)(=O)=O)cc2[N+](=O)[O-])CC1,9.1,6.9,-5.2,0.9,6.8,-9.9,-0.2,-2.3,1716,-0.6,0.151
CN(C)/C=N/c1ncc(C(=O)c2ccc3ccccc3c2)s1,-6.8,6.0,-3.4,1,-2.9,1.4,-1.1,.,1586,-3.1,.
CCOc1ccc(NC(=O)Nc2ccc3nccnc3c2)cc1,8.2,1.1,-6.7,0.9,7.8,2.2,5.7,42.1,1450,-0.1,.
COC(=O)c1ccc(SCC(=O)NC2CCCC2)c([N+](=O)[O-])c1,60.1*,8.9,-1.8,0.8,21.4,-3.0,5.6,5.8,1663,-0.7,0.318
CCn1c(=O)cc(SCC(=O)NCc2cccnc2)c2ccccc21,0.1,20.6*,7.4,1,4.8,18.0,2.3,19.1,1938,-0.2,1.27
CC1(C)OC(=O)C(=NNc2ccccc2)C(=O)O1,-4.8,3.0,1.3,0.9,7.1,0.1,-1.9,-13.4,1584,0.3,-0.516
CCOCC(=O)Nc1cc(C(=O)OC)cc(C(=O)OC)c1,1.3,-5.7,-2.3,1,2.2,3.2,2.4,-3.4,1801,-0.2,-0.383
Cc1ccc(-c2csc3ncnc(-n4nnc5ccccc54)c23)cc1C,75.7*,-1.5,10.5,1,-4.0,3.2,6.8,0.8,1594,.,-0.735
COc1ccc(N=C2SCC(=O)N2c2ccc(OC)cc2)cc1,-6.6,1.6,6.7,0.9,13.9,2.9,2.4,14.9,1459,2.6,.
FC(F)(F)c1cccc(NC(=S)N(CCCN2CCCC2)Cc2cccn2Cc2ccc(Cl)cc2)c1,100.5*,12.4,4.0,0.7,27.8,-1.7,3.9,12.3,1409,-0.5,.
Cn1c(SCC(=O)N2CCOCC2)nc(O)cc1=O,-1.9,-1.7,-8.2,1,1.7,-2.0,-8.1,.,1409,-0.2,.
Cc1ccc(-c2nnc(SCC(=O)NCC3CCCO3)n2C)cc1 (stereo not drawn),-3.8,13.2,-9.5,1,3.8,10.2,0.3,.,1650,0.3,0.507
COc1ccc(N2CCN(C(=O)CNS(=O)(=O)c3ccc(C)cc3)CC2)cc1,1.7,-2.7,7.5,0.8,15.5,-5.0,-2.4,-1.5,1414,-1.6,0.502
COc1ccc(CC(NC(C)=O)C(=O)NC2CCN(c3c(Cc4ccccc4)c(C)nc4ncnn34)CC2)cc1OC (stereo not drawn),-2.8,2.3,1.8,0.9,9.6,14.7,6.1,-28.8,1627,-0.1,1.31
O=C(CNC(=O)c1ccc([N+](=O)[O-])cc1)N/N=C\c1ccc(OC(=O)c2ccccc2)cc1,15.4,1.1,0.2,0.8,16.2,2.1,-2.7,.,1593,0.0,0.109
CCc1ccc(Oc2cc(C)nc(N)n2)cc1,-2.0,2.2,9.5,1,1.0,0.3,10.3,.,1530,-0.5,0.632
Cc1ccc(Cl)cc1NC1=NC(=S)N(C(C)C)C12CCCCC2,-6.1,3.3,6.9,1,4.4,13.2,2.3,.,1552,-2.5,.
CC1CCCN(CCCNC(=O)c2coc3nc4ccccc4nc23)C1 (stereo not drawn),-4.8,-3.7,1.0,1,-3.7,-7.9,-1.5,-9.6,1512,3.0,.
O=C(N/N=C/C(Cl)=C/c1ccccc1)c1ccccn1,46.8,0.4,-0.7,1.2,-19.3,9.1,4.3,2.4,1774,-1.9,-0.955
Cn1c(=O)c2c(nc(NCCc3ccccc3)n2CC(=O)NCCc2ccccc2)n(C)c1=O,7.1,1.9,1.0,0.9,12.8,4.1,-9.5,-1.8,1593,-0.4,0.013
O=C(COc1ccc(S(=O)(=O)N2CCCC2)cc1Cl)NC1CCCC1,2.6,-2.7,12.2,1,-2.2,-4.2,-1.5,.,1343,0.5,0.0935
O=C(COc1ccccc1)Nc1nnc(-c2ccco2)o1,-4.6,9.1,-3.9,1.1,-11.9,-5.6,2.4,-19.4,1666,0.7,0.0268
CN(Cc1ccccc1)S(=O)(=O)c1cccc2cccnc12,2.4,4.4,-8.1,0.7,27.0,-1.5,8.2,.,1619,1.4,0.134
Nc1ccc(N2CCOCC2)c(Cl)c1,-4.0,-0.6,20.2,0.9,11.6,-0.2,5.1,-42.7,1424,0.6,-0.234
CC[n+]1ccc(C(=O)NCc2ccccc2)cc1,-6.8,11.4,4.3,1,-4.7,1.7,-3.4,5.0,1581,8.8,0.319
CCCNC(=O)C1CNc2ccccc2O1 (stereo not drawn),-5.6,7.8,0.2,0.9,7.5,6.0,3.2,.,1412,3.4,.
NC(=O)c1ccccc1NC(=S)NC(=O)CCc1ccccc1,-6.3,0.3,-2.8,0.8,17.8,9.3,3.4,-3.7,1650,-0.3,2.65
COc1ccc2[nH]cc(CCNS(=O)(=O)c3ccccc3)c2c1,-1.2,3.6,-5.4,0.9,8.2,3.3,-0.4,0.3,1442,0.0,-0.867
Cc1oc(-c2ccccc2)nc1CSc1nc2c(c(=O)[nH]1)CCC2,-1.9,-3.9,-6.3,1,-1.1,-4.7,-5.9,-1.6,1541,0.5,-1.01
CCN1CCN(C2CC(=O)NC2=O)CC1 (stereo not drawn),-9.1,1.3,2.4,1.3,-31.4,-0.1,-2.6,-21.9,1557,-0.1,0.5
COCCCNS(=O)(=O)c1ccc(Cl)c(C(F)(F)F)c1,1.0,-1.9,2.1,1.1,-12.5,-4.5,1.2,-2.1,1412,0.0,-0.0433
COc1ccc(CCNC(=O)COc2ccc(N(C)S(=O)(=O)c3ccc(C)cc3)cc2)cc1OC,37.1,8.7,-6.7,1,-0.7,3.3,-0.1,-6.7,1696,-0.1,1.13
CCc1ccc(CN(C)CC(=O)Nc2ccccc2[N+](=O)[O-])cc1,-4.5,1.3,9.7,0.7,27.8,-2.3,3.1,-4.7,1557,0.2,.
CNC(=O)C1CC(=O)N(CCc2ccc(OC)cc2)C(=Nc2ccc(OC)cc2)S1 (stereo not drawn),28.8,-4.4,12.2,0.8,22.1,4.8,-0.6,.,1473,1.5,-0.48
O=C(Nc1ccc(NC(=O)c2ccco2)cc1)c1ccc2c(c1)OCO2,-5.1,3.5,-1.6,1,0.5,8.8,-9.1,.,1454,0.0,-0.814
